# Screens deposited in PubChem BioAssay by several laboratories.
# CHRM5 PAM – potentiates acetylcholine response at human M5 receptor; P08912; CHO-K1 hM5, Fluo-8 calcium, ACh EC20 PAM; 0% = ACh EC20, 100% = ACh EC100; activation, % at 3 µM; AID 624038; 360,000 tested, 0.3% active;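 active means activation above the run cutoff, the mean activation of all test compounds plus 3 SD, cut at about 18% in these data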
#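 Test system: CHO-K1 hM5 cells / Doses: single-point, 3 µM nominal / Times: Post-acetylcholine fluorescence recording 140 s / Technique: Fluo-8 calcium fluorescence / Measure: Max/basal fluorescence ratio as % of EC20–EC100 ACh window / Benchmarks: low control EC20 acetylcholine (0%), high control EC100 acetylcholine (100%) / Replicates: one well per compound, no replicates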
# CHRM4 PAM – potentiates acetylcholine response at human M4 receptor | AID 624126 | CHO-K1 hM4/Gqi5, Fluo-8 calcium fluorescence, ACh EC20; 0% = ACh EC20, 100% = maximal ACh | activation, % at 3 µM | P08173 | 360,000 tested, 0.4% active;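 active means activation above its plate's cutoff, the mean activation of sample wells plus 3 SD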; further: some results filed as inactive read as strong as hits
# Target sequence (P08173 whole entry, looked up): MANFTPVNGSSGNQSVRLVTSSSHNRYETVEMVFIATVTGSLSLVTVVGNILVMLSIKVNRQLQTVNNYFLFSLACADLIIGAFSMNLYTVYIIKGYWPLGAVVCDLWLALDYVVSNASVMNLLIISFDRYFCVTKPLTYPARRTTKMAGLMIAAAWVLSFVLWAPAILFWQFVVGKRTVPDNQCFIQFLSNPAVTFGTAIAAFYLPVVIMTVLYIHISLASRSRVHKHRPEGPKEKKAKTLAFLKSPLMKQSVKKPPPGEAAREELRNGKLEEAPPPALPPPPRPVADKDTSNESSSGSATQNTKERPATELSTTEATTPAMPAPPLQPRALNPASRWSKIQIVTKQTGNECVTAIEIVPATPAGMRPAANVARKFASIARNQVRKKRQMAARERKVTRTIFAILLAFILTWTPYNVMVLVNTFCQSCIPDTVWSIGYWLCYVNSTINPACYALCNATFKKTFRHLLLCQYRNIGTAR
# M4 antag – CHRM4 antagonism in calcium assay. AID 624125. CHO-hM4 cells, ACh EC80, Fluo-8 calcium fluorescence. 360,000 tested, 0.73% active. P08173. inhibition, % at 3 µM;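 active means inhibition above its plate's cutoff, the mean inhibition of sample wells plus 3 SD, cut at about 27% in these data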;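 further: 0% = acetylcholine EC80 with DMSO and 100% = DMSO without agonist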
# M5 ag – agonists of human muscarinic M5 receptor (CHRM5); activation, % at 3 µM; P08912; 360,000 tested, 0.19% active; CHO-K1 hM5 cells, Fluo-8 calcium fluorescence; 0% DMSO wells, 100% maximal acetylcholine response;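 active means activation above the run's mean over test compounds plus 3 SD, cut at about 23% in these data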;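 further: signal is peak over basal fluorescence ratio across the kinetic read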
# M1 antag – human CHRM1 antagonism | inhibition, % at 3 µM | 360,000 tested, 1.3% active | CHO-K1 hM1, Fluo-8 calcium fluorescence, ACh EC80 antagonist | AID 588852 | P11229;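 active means percent inhibition above its own plate's cutoff, namely the mean of that plate's compound wells plus 3 SD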;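 further: peak over basal fluorescence ratio during 140 s after agonist addition; 0% = ACh EC80 plus DMSO and 100% = DMSO alone without agonist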
# Target sequence (P11229 whole entry, looked up): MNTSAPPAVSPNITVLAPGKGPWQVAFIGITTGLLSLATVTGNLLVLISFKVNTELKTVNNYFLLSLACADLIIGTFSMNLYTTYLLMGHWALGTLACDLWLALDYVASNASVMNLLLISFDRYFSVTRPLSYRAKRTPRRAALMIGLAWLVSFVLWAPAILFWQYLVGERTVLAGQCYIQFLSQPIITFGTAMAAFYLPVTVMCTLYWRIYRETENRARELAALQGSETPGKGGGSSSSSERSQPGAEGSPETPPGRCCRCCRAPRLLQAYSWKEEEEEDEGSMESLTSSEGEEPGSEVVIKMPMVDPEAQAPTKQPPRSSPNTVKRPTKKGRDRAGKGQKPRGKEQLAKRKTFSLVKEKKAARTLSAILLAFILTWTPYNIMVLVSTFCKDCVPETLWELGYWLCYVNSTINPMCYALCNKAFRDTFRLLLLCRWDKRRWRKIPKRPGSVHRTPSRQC
# M1 PAM – potentiates human M1 receptor response to acetylcholine. P11229. CHO-K1 hM1, Fluo-8 calcium fluorescence, ACh EC20; 0% = ACh EC20, 100% = maximal ACh. activation, % at 3 µM. 360,000 tested, 0.088% active; in the data active means activation above about 19%, passing the limit was not always enough
# M4 ag – agonists of human muscarinic M4 receptor (CHRM4); CHO-K1 hM4/Gqi5, Fluo-8 calcium fluorescence; vehicle 0%, full acetylcholine response 100%; activation, % at 3 µM; 360,000 tested, 0.14% active; AID 624127;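 active means activation above the run mean over all test wells plus 3 SD, cut at about 32% in these data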;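 further: peak over basal fluorescence ratio per well then scaled between controls; 0% = DMSO wells and 100% = acetylcholine at EC100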
# M5 antag – CHRM5 antagonism in calcium assay. CHO-hM5 cells, Fluo-8 calcium fluorescence, ACh EC80. inhibition, % at 3 µM. 360,000 tested, 0.59% active. AID 624040;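 active means inhibition above a per-plate cutoff, the mean of that plate's test compounds plus 3 SD, cut at about 27% in these data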;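 further: 0% = acetylcholine EC80 with DMSO and 100% = DMSO without agonist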
# CRFR2-BP ag – CRF-BP/CRF-R2 complex agonism; HEK293 CRF-R2/CRF-BP, calcium dye fluorescence (FLIPR); percent of saturating CRF peptide response; 350,000 tested, 0.46% active; activation, % at 13.2 µM; AID 588473;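 active means activation of at least 50%, plus an integration ratio under a set limit after plate pattern correction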;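 further: plate controls were neutral control wells without compound for no effect and CRF at EC100 for full effect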
# * marks the source's active call; other numbers are inactive results; nt = no result given.
Compound	CHRM5 PAM	CHRM4 PAM	M4 antag	M5 ag	M1 antag	M1 PAM	M4 ag	M5 antag	CRFR2-BP ag
CCOC(=O)C1C(=O)CC(C)(O)C(C(=O)OCC)C1c1ccccc1OC (stereo not given)	-0.2	5.1	3.8	2.7	-21.3	14.3	0.4	-6.6	-2.0
Cn1nc(C(F)(F)F)c2cc(NC(=O)OCc3ccc(F)cc3)sc21	-4.1	-5.3	4.9	-9.4	-13.3	-8.6	1.0	2.9	-0.7
CCOC(=O)Cn1c(-c2ccccn2)nc2ccccc21	3.2	-2.6	2.7	0.3	-14.0	12.6	1.3	3.5	-1.2
c1ccc(-c2nc(N3CCCCC3)nc3ccccc23)cc1	4.7	1.3	10.2	-6.8	6.0	-2.2	-0.6	-3.5	0.8
N#CC1=C(S)N(c2ccccc2)C(c2ccc(-c3ccc(Cl)c(Cl)c3)o2)NC1=O (stereo not given)	1.8	1.9	-3.4	1.8	-8.0	7.4	1.4	-0.8	-3.1
O=c1c2ccccc2nc2n1C(CSCc1ccc(Cl)cc1Cl)CS2 (stereo not given)	1.0	-1.7	-2.3	-1.4	-9.8	0.0	0.8	-12.2	-0.8
O=C(Nc1ccccc1)OCc1ccccn1	-2.0	-3.8	7.4	-1.1	1.1	3.4	0.6	-0.1	-0.3
O=C(O)Cc1coc2ccc3ccccc3c12	1.1	-4.2	-3.4	-2.3	-1.7	6.5	0.6	4.5	-1.1
COc1ccc(C(=O)OCC(=O)N2C(C)CCCC2C)cc1[N+](=O)[O-] (stereo not given)	-12.3	-7.3	5.2	-12.3	2.7	0.1	10.7	16.6	-0.2
O=C(NCc1ccccc1)C1CCN(S(=O)(=O)N2CCCCCC2)CC1	-1.6	6.8	7.1	4.0	0.8	-2.0	3.0	-6.7	-0.1
Cc1cc(NC(=O)C2C3C(=O)N(CC4CCCO4)C(C(=O)NC(C)(C)C)C34C=CC2(C)O4)no1 (stereo not given)	1.5	0.6	-6.7	-0.7	-14.8	6.3	1.3	5.2	-0.7
O=C(NC(Cc1ccccc1)C(=O)NCCc1ccccn1)c1cccs1 (stereo not given)	5.3	12.0	-6.8	-1.4	-18.1	16.7	2.4	-7.7	-2.3
N#Cc1ccc(COc2cccnc2[N+](=O)[O-])cc1	-6.8	-4.4	0.6	-4.8	14.2	-4.3	0.8	14.8	-1.2
COc1ccc(NC2=CC(c3ccccc3)N(c3ccc(OC)cc3)C2=O)cc1 (stereo not given)	-7.7	-3.3	-1.9	-2.0	3.2	4.4	0.8	11.4	0.7
N#CC(=C(O)COC(=O)CCCNC(=O)c1ccc(Cl)cc1)c1nc2ccccc2[nH]1	-0.4	-1.1	-10.7	2.6	-12.2	-0.5	8.2	-0.1	2.4
O=[N+]([O-])c1cccnc1-n1cnc2ccccc21	-0.8	0.6	-1.0	-1.2	-3.4	9.6	1.6	-4.9	1.2
COc1ccc(CC(=O)Nc2ccc3c(C)cc(=O)oc3c2)cc1OC	3.0	-8.6	9.1	0.6	-9.1	10.6	0.4	-10.3	1.0
Cc1noc(C)c1CSc1nnc2n(-c3ccccc3)c(=O)c3ccccc3n12	3.1	3.2	3.9	-2.5	-15.7	10.0	0.0	5.0	0.5
Cc1ccc2c(CC(=O)OCn3nnc4ccccc4c3=O)coc2c1	7.7	2.4	-5.1	-11.6	-2.9	-6.1	5.2	-3.9	0.9
O=C(c1cccc(Br)c1)c1cn(-c2ccccc2)nc1C(=O)c1ccccc1	-3.6	4.0	-9.6	-2.2	0.1	0.1	-0.2	-1.8	4.8

# Single records, as listed above. Order of values: CHRM5 PAM, CHRM4 PAM, M4 antag, M5 ag, M1 antag, M1 PAM, M4 ag, M5 antag, CRFR2-BP ag
# COc1ccc(NC2=CC(c3ccccc3)N(c3ccc(OC)cc3)C2=O)cc1 (stereo not given) as listed: -7.7, -3.3, -1.9, -2.0, 3.2, 4.4, 0.8, 11.4, 0.7
# O=[N+]([O-])c1cccnc1-n1cnc2ccccc21 as listed: -0.8, 0.6, -1.0, -1.2, -3.4, 9.6, 1.6, -4.9, 1.2

# Additional compounds
Compound	CHRM5 PAM	CHRM4 PAM	M4 antag	M5 ag	M1 antag	M1 PAM	M4 ag	M5 antag	CRFR2-BP ag
Cc1ccc(NC(=S)N2CCN(C)CC2)c(C)c1	0.9	10.9	-0.6	1.6	-7.1	11.7	0.5	0.6	-2.6
COc1ccc2cnn(-c3ccc(OC(F)(F)F)cc3)c(=O)c2c1OC	-3.4	-6.1	5.5	-5.0	3.9	2.8	0.1	15.9	0.3
Cc1cc(Br)cc(C)c1NC(=O)c1ccccc1[N+](=O)[O-]	2.8	14.6	11.9	-2.8	-7.6	5.2	1.4	2.1	-2.8
CN(C)S(=O)(=O)c1ccc(NC(=S)NC(=O)C2CCC2)cc1	-2.1	10.1	-6.1	-2.6	-12.6	9.3	3.4	-5.6	-1.8
Cc1cc(N2CCN(C(C(=O)NC3CCCC3)c3ccc(F)cc3)CC2)c2ccccc2n1 (stereo not given)	-1.3	-9.5	4.0	-3.2	nt	nt	1.7	8.2	nt
CN1CCN(c2ccc(NC(=O)COc3ccccc3Cl)cc2)CC1	-6.1	9.5	10.9	-9.1	-34.6	-2.3	1.5	-1.2	0.5
Cc1ccc(NC2CCCN(C(=O)c3cccs3)C2)cc1C (stereo not given)	2.7	-2.0	-9.5	-1.1	5.4	16.5	2.0	2.8	-0.2
CCCCc1nnc(NC(=O)c2ccc(OCc3c(C)noc3C)cc2)s1	3.1	13.5	-12.8	2.5	-10.4	6.9	1.1	6.0	0.5
CN1CCN(CCCNc2nc3ccccc3c3nc(-c4ccccc4)nn23)CC1	-14.8	0.3	-0.3	0.7	0.6	-4.0	5.0	1.3	1.0
CN(C)/C=N/c1ncnc2c1cnn2-c1ccc(C(F)(F)F)cn1	0.2	-1.7	9.1	0.9	-8.2	2.5	-0.1	1.3	0.8
O=C(Nc1cccc(F)c1)c1cccc2c1C(=O)N(C1CCCCC1)C2	0.3	1.1	-6.2	-3.0	11.5	-0.9	1.8	-4.2	1.0
COc1ccccc1/C=C/C(=O)OCC(=O)NC1CC1	-8.0	1.7	-4.6	2.9	-12.1	14.0	0.9	6.1	-0.5
CN1CCN(NC(=S)Nc2ccc(Oc3ccccc3)cc2)CC1	-0.6	5.4	2.0	-5.2	-2.7	7.4	6.3	0.2	-1.0
c1ccc2c(c1)oc1c(-c3ccc4nccn4c3)cccc12	-3.2	-0.3	-6.2	-2.3	-13.3	7.3	1.8	2.1	nt
CC(C)Nc1nc(-c2ccccc2F)c2sc(-c3ccccc3)cc2n1	-1.4	0.6	4.0	-1.3	-8.5	2.9	-0.4	-0.6	nt
NS(=O)(=O)c1cccc(NC(=O)CC23CC4CC(CC(Br)(C4)C2)C3)c1	-0.7	0.4	9.8	-1.2	6.4	0.1	1.2	15.7	-0.4
O=C(NCC1(c2ccccc2)CCCC1)c1ccco1	7.6	3.5	2.8	-5.9	-6.9	13.8	0.7	5.6	-0.6
CCCCn1c(N)c(N(CC(C)C)C(=O)c2oc3c(Cl)cccc3c2C)c(=O)[nH]c1=O	1.1	-1.9	-10.1	-1.4	-19.4	5.6	3.5	6.7	-1.4
C=CCNc1nc(NCCO)nc(N2CCCC2)n1	14.2	-4.0	5.1	-9.3	-6.7	4.2	1.6	-0.8	-0.5
COc1ccc(-n2cnnc2SCC(=O)NC2CCS(=O)(=O)C2)cc1 (stereo not given)	-5.0	3.2	2.7	0.8	-16.4	10.8	0.8	-0.3	-0.4
Cc1cccn2c(=O)c3cc(C(=O)NC4CCCCC4)c(=N)n(Cc4ccccc4)c3nc12	0.5	0.2	-0.8	-4.9	-16.9	11.7	1.7	-3.2	6.5
COc1cc(-c2cc(NC=O)c3ncc(-c4cccc(C(F)(F)F)c4)n3c2)cc(OC)c1OC	-0.1	10.1	0.4	0.1	-6.3	13.8	3.2	4.5	nt
Cc1sc(NC(=O)C2C3CCC(O3)C2C(=O)O)nc1-c1ccc(CC(C)C)cc1 (stereo not given)	0.5	0.1	-3.7	-1.8	-6.3	4.5	-1.5	-1.1	-2.6
COC(=O)C1=C(C)Nc2c(c(=O)n(C)c(=O)n2C)C1c1cccc(O)c1 (stereo not given)	9.3	22.8	0.2	1.4	-16.2	1.0	0.7	-2.0	-2.3
CC(=O)Nc1cccc(-c2ccnc3c2CC(C(=O)NCc2ccco2)O3)c1 (stereo not given)	6.6	0.8	-10.4	3.1	-7.1	4.5	3.5	3.3	nt
O=C(NNC1=C(C(=O)C(F)(F)F)CCC1)c1ccccc1Cl	-6.1	1.5	-4.1	-0.7	-12.5	12.2	1.5	-2.1	0.3
Cc1ccc(C(=O)Nc2ccc(SC(F)F)cc2)s1	-7.8	-5.1	-0.9	-7.3	0.0	4.5	3.9	4.7	0.8
Cc1cc(Cl)ccc1OCC(=O)NNC(=O)C1CCN(c2ncnc3sc(C)c(C)c23)CC1	-45.9	-12.8	11.1	7.9	18.8	-9.8	24.7	12.9	0.4
Cc1ccc(NC(=O)CCC(=O)N/N=C/c2coc3ccccc3c2=O)cc1	9.5	-12.9	11.2	0.0	-6.3	3.5	0.1	-4.1	-2.4
O=C(NC1CCN(Cc2ccccc2)CC1)C1CCCN(c2nnc(-n3cccc3)s2)C1 (stereo not given)	1.4	-2.1	-15.9	-5.0	-3.9	-7.8	-0.1	-4.6	-1.4
COc1ccc(-c2nnc(SCc3nnc(-c4ccccc4)o3)n2-c2ccccc2)cc1	1.9	14.5	-3.3	1.9	-11.0	11.1	0.7	2.0	-1.8
O=C(COC(=O)c1nc(Cl)ccc1Cl)NC(=O)c1ccccc1	1.0	0.9	4.5	-3.3	-6.8	5.3	1.6	2.5	0.0
CN(C)NC(=O)C(NC(=O)c1ccccc1)C12CC3CC(CC(C3)C1)C2 (stereo not given)	1.7	6.7	4.0	1.2	2.5	3.7	1.5	-2.2	-0.1
NS(=O)(=O)c1ccc(Nc2nc(-c3ccc(F)cc3)cs2)cc1	-2.2	-6.2	9.2	2.9	2.9	-6.6	3.3	16.0	-0.9
CC(C)n1cc(C(=O)c2cc(Br)ccc2O)cc(C#N)c1=O	-5.1	-2.1	6.8	-0.2	8.0	0.4	1.6	4.6	-0.2
CSc1nnc2c(n1)OC(c1cccn1C)N(C(C)=O)c1ccccc1-2 (stereo not given)	-8.7	8.4	-1.8	-0.7	-0.1	-8.2	0.7	3.3	-3.5
NC(=O)c1ccc[n+](CCC[n+]2cccc(C(N)=O)c2)c1	1.2	16.3	-15.9	-0.7	-6.5	8.3	1.3	-8.6	2.4
O=C(/C=C/c1cccc(Cl)c1Cl)OCC(=O)N1CCOCC1	-4.6	2.1	-14.2	-4.8	-8.4	13.9	1.6	-14.9	-1.1
Cc1ccc(C(=O)COC(=O)CCN2C(=O)C3C4CCC(C4)C3C2=O)cc1C (stereo not given)	-7.7	2.0	-14.6	-0.8	8.0	-6.0	15.4	1.3	-8.0
O=C1c2ccc([N+](=O)[O-])cc2C(=O)N1CNc1ccccn1	-2.8	0.5	9.2	-0.1	-2.1	5.4	0.1	8.2	-0.8
COc1ccc(S(=O)(=O)Nc2cccc(-c3ccc(N4CCCCCC4)nn3)c2)cc1OC	-4.7	-7.8	6.9	-6.1	19.6	-12.3	8.1	13.4	0.0
